# S1P3 antagonist: antagonists of human S1P3 receptor; Q99500; CHO S1P3 NFAT-BLA reporter, FRET fluorescence, antagonist mode; inhibition, % at 4.98 µM; actives 0.27% (n = 170,000); AID 485;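 active = inhibition above the plate cutoff, the mean inhibition of test wells on that plate plus 3 SD, cut at about 28% in these data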;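 also: cells challenged with S1P at its EC80 of 0.8 µM; blue over green emission ratio from cleaved BLA substrate after 4 h stimulation; 0% = S1P-stimulated wells and 100% = unstimulated DMSO-only wells; some compounds past the cut are filed as inactive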
# Target sequence (Q99500 whole entry, looked up): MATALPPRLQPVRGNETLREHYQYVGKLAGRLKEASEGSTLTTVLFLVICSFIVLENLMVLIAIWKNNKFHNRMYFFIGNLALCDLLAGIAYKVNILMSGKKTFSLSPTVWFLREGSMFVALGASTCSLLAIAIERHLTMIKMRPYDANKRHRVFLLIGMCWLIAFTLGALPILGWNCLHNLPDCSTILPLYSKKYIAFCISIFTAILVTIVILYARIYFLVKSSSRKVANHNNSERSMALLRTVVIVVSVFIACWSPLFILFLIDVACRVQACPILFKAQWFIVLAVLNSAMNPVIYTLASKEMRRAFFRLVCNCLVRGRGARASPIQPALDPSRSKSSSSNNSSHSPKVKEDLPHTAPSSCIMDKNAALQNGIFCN
# ROMK mod: modulators of human ROMK potassium channel. B-score at 10 µM. Tet-inducible ROMK, thallium flux fluorescence; actives lie on both sides. actives 2% (n = 130,000). P48048. AID 1918;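 active = signal ratio slope over the read window, or its plate-corrected B-score, at least 3 SD from the plate mean, either direction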;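 also: B-score of the F/F0 ratio slope over 7 to 12 s after thallium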
# Target sequence (P48048 whole entry, looked up): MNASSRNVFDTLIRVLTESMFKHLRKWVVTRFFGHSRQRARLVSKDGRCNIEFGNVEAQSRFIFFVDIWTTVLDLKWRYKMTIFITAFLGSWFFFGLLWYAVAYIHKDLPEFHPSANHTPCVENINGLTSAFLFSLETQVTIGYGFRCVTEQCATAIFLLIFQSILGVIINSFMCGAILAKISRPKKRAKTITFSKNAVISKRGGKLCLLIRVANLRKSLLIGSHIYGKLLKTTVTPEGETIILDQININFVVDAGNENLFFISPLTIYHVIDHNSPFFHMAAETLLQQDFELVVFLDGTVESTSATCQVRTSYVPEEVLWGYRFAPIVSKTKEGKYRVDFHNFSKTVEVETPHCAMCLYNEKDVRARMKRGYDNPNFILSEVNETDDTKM
# * marks the source's active call; other numbers are inactive results. Only part of the results is shown (hit frequency here may not be typical).
# The opening 4 records, ahead of the listing:
molecule	S1P3 antagonist	ROMK mod
CCCCOP(=O)(c1ccc(N(C)C)cc1)C(O)c1cc(OC)c(OC)c(OC)c1 (stereo not drawn)	7	-0.6
CC1CCC(C(C)C)C(OC(=O)C[n+]2cc(-c3ccc(Cl)cc3)n3c2CCC3)C1 (stereo not drawn)	0	-6.6*
CNC(=O)Nc1ccc2nc(C)oc2c1	-4	1.4
O=S(=O)(NCc1cn2ccccc2n1)c1ccccc1F	5	0.84

# The list itself (from the top)
molecule	S1P3 antagonist	ROMK mod
CCCCOP(=O)(c1ccc(N(C)C)cc1)C(O)c1cc(OC)c(OC)c(OC)c1 (stereo not drawn)	7	-0.6
CC1CCC(C(C)C)C(OC(=O)C[n+]2cc(-c3ccc(Cl)cc3)n3c2CCC3)C1 (stereo not drawn)	0	-6.6*
CNC(=O)Nc1ccc2nc(C)oc2c1	-4	1.4
O=S(=O)(NCc1cn2ccccc2n1)c1ccccc1F	5	0.84
O=C(NC1CCN(C(=O)c2cccs2)CC1)c1ccccc1	-4	-0.03
Cc1cc(C)c2oc(C(=O)N(Cc3cccs3)C3CCS(=O)(=O)C3)cc(=O)c2c1 (stereo not drawn)	-3	-0.084
O=c1nc(SCc2c(F)cccc2Cl)nc(-c2ccc(Cl)cc2)[nH]1	-5	0.0077
CC1=NN(c2ccccc2)C(=O)C1/C=C1/NC(=S)NC1=O (stereo not drawn)	7	1.7
COc1ccccc1C(c1c(N)n(C)c(=O)n(C)c1=O)C(C)[N+](=O)[O-] (stereo not drawn)	8	-0.0021
CN1CCN(c2cc(C(F)(F)F)nc3ccc(F)cc23)CC1	13	0.55
CCOC(=O)C1(Cc2cccc(OC)c2)CCCN(C(=O)c2ccccc2C)C1 (stereo not drawn)	16	-0.068
O=C1c2ccccc2C(Nc2ccccc2)N1Cc1ccc2c(c1)OCO2 (stereo not drawn)	6	-0.24
CC(C)(CC(=O)O)CC(=O)N1CCCN(c2nc3ccc(Cl)cc3s2)CC1	-2	-0.014
CCOC(=O)c1cc(COc2cc(Cl)cc(Cl)c2)on1	9	0.48
Cc1ccc(C(C)C)c(OCC(=O)NNC2=CC(=O)CC(C)(C)C2)c1	-4	1.2
O=C1CSC(c2cccnc2)N1Cc1ccc(Cl)c(Cl)c1 (stereo not drawn)	3	-0.16
CC1CCCC(NC(=O)CCn2c(=S)oc3ccccc32)C1C (stereo not drawn)	-5	-0.075
O=C1NC(=Nc2ccccc2)S/C1=C\c1cccs1	-2	-0.74
CCN(CC)Cc1c(O)ccc2c(=O)c(Oc3ccccc3OC)c(C)oc12	11	0.46
NC(=S)N=Nc1c(O)n(CCCl)c2ccc(Br)cc12	-7	-0.56
COC(=O)c1c(C)oc(C)c1S(=O)(=O)NC(c1ccccc1)c1ccccc1	12	0.74
COc1cc2nc(C(C)(C)C)oc(=O)c2cc1OC	20	0.025
COc1cccc(Nc2nc(N)c([N+](=O)[O-])c(NCc3ccco3)n2)c1	-8	0.23
O=C(O)COCC(=O)Nc1ccc(Oc2ncnc3cc(Cl)ccc23)nc1	-4	-0.07
O=C(c1coc(=O)c(Br)c1)N1CCC(C(O)(c2ccccc2)c2ccccc2)CC1	1	-0.31
CCc1ccc(NC(=S)NC(=O)c2c(-c3ccccc3Cl)noc2C)cc1	-16	-0.83
Nc1nc(COc2ccccc2C=O)nc(Nc2ccccc2)n1	-1	0.44
O=C(Cn1c2c(c(-c3ccccc3Cl)cc1=O)CCC2)NCC1CCCO1 (stereo not drawn)	-1	0.94
C/C(Cc1nnn(-c2cc(C)on2)n1)=N\O	-5	1.2
CC(C)(C)NC(=O)c1ccc(C(=O)NC(C)(C)C)cc1	-10	0.013
FC(F)(F)c1cccc(NC(=S)NNC(=S)Nc2ccc(Cl)cc2)c1	-1	0.66
CCOc1cccc(/C=N/Nc2nc(N3CCCC3)nc(N3CCCC3)n2)c1O	11	0.93
Cc1cc(C)nc(N2CCN(C(=O)CCC(=O)Nc3nnc(C(C)C)s3)CC2)n1	-10	0.13
O=C(Nc1nc2c(F)cc(F)cc2s1)C1COc2ccccc2O1 (stereo not drawn)	12	0.51
O=C(CN1C(=O)COc2ccc(S(=O)(=O)N3CCOCC3)cc21)NCc1ccccn1	-7	-0.13
Nc1nc(Sc2ccc([N+](=O)[O-])cc2[N+](=O)[O-])n[nH]1	-14	0.0033
O=C(CNc1cccc2ccccc12)N/N=C/c1ccccn1	1	0.26
CCC1(C)CC(C(N)=S)CCO1 (stereo not drawn)	-23	1.3
O=C(NCCCN1CCCC1)[C@H](CSCc1ccccc1)N1Cc2ccccc2C1=O	-7	-1.5
CC1(/[N+]([O-])=C\c2ccccc2F)CCCCC1=O (stereo not drawn)	4	0.43

# Single records, from the list above:
# CC1(/[N+]([O-])=C\c2ccccc2F)CCCCC1=O (stereo not drawn) across the screens: S1P3 antagonist: 4; ROMK mod: 0.43
# CCOC(=O)c1cc(COc2cc(Cl)cc(Cl)c2)on1 across the screens: S1P3 antagonist: 9; ROMK mod: 0.48

# (more compounds)
molecule	S1P3 antagonist	ROMK mod
COC(=O)c1n[nH]n(-c2ccc(F)c(Cl)c2)c1=O	-8	-0.95
CCOC(=O)C1=C(N)Oc2c(oc(CO)cc2=O)C1c1ccc(Cl)cc1 (stereo not drawn)	-4	0.0016
Cc1cc(-c2nc(C)c(-c3nnc(SCC(=O)Nc4cc(Cl)cc(Cl)c4)n3C)s2)no1	-3	-0.26
C/C(Cn1nnc([N+](=O)[O-])n1)=N\NC(=O)c1ccccc1O	-7	0.11
CCOc1ccc2[nH]c3c(=O)n(CCC4=CCCCC4)cnc3c2c1	12	-0.096
Cc1[nH]c(N=Nc2ccccc2)nc1N=Nc1ccccc1	9	0.87
CCOC(=O)CCCc1ccc(/C(C)=N/NC(N)=S)cc1	-6	-1.2
O=C(NC(C(=O)N/N=C/c1ccccn1)c1n[nH]c(=O)c2ccccc12)c1ccccc1 (stereo not drawn)	-5	0.055
Cc1cc(=O)oc2cc(OCC(=O)OCC(=O)Nc3ccc(C(N)=O)cc3)ccc12	-7	-0.86
CC(=O)c1sccc1NC(=O)CC(C)(C)CC(=O)O	15	0.97
NNC(=O)c1cccc(Cn2cc(Br)c([N+](=O)[O-])n2)c1	-3	0.026
Nc1c(C(=O)N/N=C/c2cccnc2)oc2nc(-c3ccccc3)cc(-c3ccco3)c12	8	-1.7
COc1ccccc1N1CC(C)(C)C(=O)N(C(=O)c2ccc(C)cc2)C1=S	-6	-0.83
CC(C)C(=O)Nc1nc2cc3c(cc2s1)OCCO3	-13	-0.07
O=S(=O)(NCc1ccccn1)c1cc(OCC(F)(F)F)ccc1OCC(F)(F)F	2	-1.4
Cc1ccc(NC(=S)NNC(=S)Nc2cccc(C(F)(F)F)c2)cc1	2	0.27
O=C(c1ccc(F)cc1)N1CCCC(C(=O)N2CCN(c3ccccc3)CC2)C1 (stereo not drawn)	-1	-0.42
O=S(=O)(NCc1ccc(Cl)cc1)c1cccc2cccnc12	0	0.95
OCCNc1nc2ccccc2nc1NCCO	2	-0.83
N#Cc1c(-c2ccc(F)cc2)cc(-c2ccccc2)nc1SCC(=O)NCC(=O)O	-9	1.9
O=C(O)CSCC(=O)N1CCN(S(=O)(=O)c2cc(Cl)cc(Cl)c2)CC1	2	-0.062
N#Cc1cnn(-c2ccccc2)c1NC(=O)CN1CCOCC1	-3	-0.42
COc1cc(-c2ccc(Nc3ccccc3C(=O)O)c(OC)c2)ccc1Nc1ccccc1C(=O)O	2	1.9
O=C(CC(=O)N/N=C/c1ccc(O)cc1)N/N=C/c1ccc(O)cc1	8	-0.12
CC(=O)N1CCCC1(C(=O)O)c1ccccc1 (stereo not drawn)	-1	0.3
COc1ccc(NC(=S)/N=C(\N)Nc2nc(C)c3ccccc3n2)cc1	9	-0.1
N=c1n(CCCOc2ccc(F)cc2)c2ccccc2n1CC(N)=O	-1	-0.072
Cc1[nH]ncc1-c1ccccc1Cl	0	0.45
CCOc1ccc(NC(=O)CC2C(=O)N(CC)C(=S)N2NC(=O)c2ccncc2)cc1 (stereo not drawn)	-3	0.65
CS(=O)(=O)Oc1ccc(Br)c2cccnc12	-15	-0.4
Clc1nc2c(-c3ccccc3)nnn2c2ccccc12	11	-0.95
CCCOc1ccc(CCCN=C(N)N)cc1Cl	0	-3.4
C(=N\N1CCN(Cc2ccccc2)CC1)/c1ccccc1	-4	-1.3
CCc1nc2ccccc2[nH]c1=O	-4	-1.3
NC(=S)N/N=C1\CCSc2ccc(Cl)cc21	5	-0.73
COc1cc(SSc2cc(OC)cc([N+](=O)[O-])c2N)c(N)c([N+](=O)[O-])c1	-20	0.91
O=C(N/N=C/C=C/c1cccc([N+](=O)[O-])c1)c1ccncc1	-8	-1.5
Cc1ccc(Oc2ccc(C(F)(F)F)cc2[N+](=O)[O-])c([N+](=O)[O-])n1	-2	0.38
Cc1ccc(Cl)cc1NC(=S)NN	-14	0.29
CN(C)c1ccc(/C=N\NC(=O)c2cccc3cc[nH]c23)cc1	0	0.77
CSc1ncc(-c2ccc(Cl)cc2)[nH]1	4	-0.64
Cc1nc2c(c(=O)c3ccccc3n2C)c(=O)n1-c1ccc(F)cc1	-20	-0.68
CC(C)Nc1nc(Cl)nc(N(C#N)CN2C(=O)c3ccccc3S2(=O)=O)n1	1	0.73
CCOC(=O)CC(=O)CSc1nccc(-c2cccnc2)n1	-10	0.82
O=C(O)CCC(=O)N1CCC(n2nnc3cc(C(F)(F)F)ccc32)CC1	-16	-0.42
Cc1ccnc(NC(=O)CCC(=O)N(CC(=O)NC2CCCCC2)C2CCCC2)c1	2	-0.65
c1ccc(CSC2=NNC(c3ccccn3)S2)cc1 (stereo not drawn)	9	0.38
C/C(Cc1ccccc1)=N\NC(=O)CNC(=O)Cc1ccccc1	1	0.099
O=C(CSc1nnc(SCc2ccc(Cl)cc2)s1)N/N=C/c1ccccc1C(=O)O	2	0.15
O=C(Cn1cc2c(n1)CCCCC2)Nc1ccccc1Br	0	-0.32

# (next part)
molecule	S1P3 antagonist	ROMK mod
O=C(NC(=S)N1CCN(C/C=C/c2ccccc2)CC1)c1cccnc1	6	-0.099
Cc1cccn2cc(CCNC(=O)c3cccs3)nc12	5	-1
Cc1ccc(NC(=O)CCC(=O)N/N=C/c2ccc([N+](=O)[O-])o2)cc1C	6	0.24
Cn1c(=O)[nH]c2ncccc21	-7	1.7
CCC(=O)N1N=C(c2ccc(C)cc2)CC1c1ccco1 (stereo not drawn)	0	-0.49
CC(C)(C)c1cc(NC(=O)Nc2ccc(Cl)cc2Cl)no1	-5	-0.64
COc1ccc(-n2c(SCC(=O)Nc3ccccc3OC)nc(O)cc2=O)cc1	8	0.25
Cc1cc(C)c(S(=O)(=O)N2CCOC2CNC(=O)C(=O)NCCCn2ccnc2)c(C)c1 (stereo not drawn)	-8	0.021
Cn1c(=O)n(C)c2cc(/C=N/NC(=O)c3ccc(Cl)cc3)ccc21	-14	-0.2
CN(C)c1ccc(C(=O)N/N=C/c2cc(Br)cc(Br)c2O)cc1	-6	-0.045
COc1ccc(Cc2nnc(N/N=C/c3ccc(Br)cc3)[nH]c2=O)cc1OC	-15	0.27
Cn1cnc([N+](=O)[O-])c1SCC(=O)NN	15	0.51
COc1ccccc1-c1cc2nc(C)c(CCC(=O)NCc3ccc(F)cc3)c(C)n2n1	0	-1.3
CCCOc1ccc(N2C(=O)CC(N(Cc3ccco3)C(=O)CC)C2=O)cc1 (stereo not drawn)	-15	1.1
COc1ccc(/C=N/NC(=O)c2cc(C)oc2C)cc1OC	-8	1.9
CC1(C)SC(=S)N(/N=C/c2cccnc2)C1N(O)C(=O)Nc1ccccc1 (stereo not drawn)	11	1.5
CC1(C)CC2(CCCN(C(=S)Nc3ccccc3)C2)CCO1 (stereo not drawn)	9	0.94
COc1ccc(/C=N/NC(=O)c2ccccc2O)cc1CN1CCOCC1	-14	0.35
Cc1cc(=O)oc2c3c(ccc12)OC/C3=N/N	-8	0.52
O=c1c2cc(-c3ccccc3)sc2nc2n1N=C(c1cccs1)CS2	0	-0.59
O=C(O)c1ccc(/C=N/NC(=O)c2ccc(NS(=O)(=O)c3cccs3)cc2)cc1	-11	-0.14
COc1ccc(/C(C)=N/NC(=O)CNC(=O)C2COc3ccccc3O2)c(OC)c1 (stereo not drawn)	4	-0.61
CCN1C(=O)/C(=C/N2CCc3ccccc3C2)SC1=S	5	-0.35
Cc1nc(-c2ccc(S(=O)(=O)NCc3ccccn3)s2)cs1	9	1.9
O=C(NCCc1csc(-c2ccccc2)n1)c1ccco1	7	-0.41
Brc1ccc(/C=N/n2cnnc2)s1	-6	-0.18
COc1ccc(C(C#N)=C2C=CC(=NO)C=C2)cc1	1	-0.2
CC(NC(=O)C1CC1)C(c1cccs1)N1CCOCC1 (stereo not drawn)	0	0.5
Nc1nnc(-c2cccc(F)c2)s1	-9	-0.22
Oc1c(Br)cc(Br)cc1CNc1ccccn1	-3	-0.34
COC(=O)C1=C(C)N(c2ccc(OC)cc2)C(C)=C(C(=O)OC)C1c1ccccc1	7	-0.074
O=S(=O)(Cc1ccccc1)C1CCCCC1O (stereo not drawn)	0	0.17
CS(=O)(=O)c1[nH]nc(-c2cccc(Cl)c2)c1C#N	-10	-0.12
